Bioassay records deposited in PubChem BioAssay by several laboratories.
CHRM5 agonist: CHRM5 agonism in calcium assay. P08912. CHO-K1 hM5 cells, Fluo-8 calcium fluorescence; 0% DMSO wells, 100% maximal acetylcholine response. activation, % at 3 µM. 0.19% of 360,000 active. AID 624037;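 active = activation above the run's mean over test compounds plus 3 SD, cut at about 23% in these data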;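 also: signal is peak over basal fluorescence ratio across the kinetic read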
Target sequence (P08912 whole entry, looked up): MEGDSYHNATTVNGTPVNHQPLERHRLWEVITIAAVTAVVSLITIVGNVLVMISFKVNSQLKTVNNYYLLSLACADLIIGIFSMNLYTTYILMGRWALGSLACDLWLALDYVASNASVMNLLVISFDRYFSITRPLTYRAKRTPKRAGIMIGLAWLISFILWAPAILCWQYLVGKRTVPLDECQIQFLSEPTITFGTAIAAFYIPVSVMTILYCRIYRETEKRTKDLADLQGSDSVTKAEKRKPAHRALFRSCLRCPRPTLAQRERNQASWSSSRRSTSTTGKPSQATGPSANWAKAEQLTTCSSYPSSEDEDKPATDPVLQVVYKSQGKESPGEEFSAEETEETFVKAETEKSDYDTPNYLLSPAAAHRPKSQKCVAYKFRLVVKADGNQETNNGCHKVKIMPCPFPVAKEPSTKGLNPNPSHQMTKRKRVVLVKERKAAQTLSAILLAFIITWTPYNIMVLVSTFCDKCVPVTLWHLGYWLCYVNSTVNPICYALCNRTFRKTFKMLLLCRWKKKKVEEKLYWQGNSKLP
CHRM4 agonist: CHRM4 agonism in calcium assay. 0.14% of 360,000 active. activation, % at 3 µM. CHO-K1 hM4/Gqi5, Fluo-8 calcium fluorescence; vehicle 0%, full acetylcholine response 100%;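 active = activation above the run mean over all test wells plus 3 SD, cut at about 32% in these data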;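 also: peak over basal fluorescence ratio per well then scaled between controls; 0% = DMSO wells and 100% = acetylcholine at EC100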
Target sequence (P08173 whole entry, looked up): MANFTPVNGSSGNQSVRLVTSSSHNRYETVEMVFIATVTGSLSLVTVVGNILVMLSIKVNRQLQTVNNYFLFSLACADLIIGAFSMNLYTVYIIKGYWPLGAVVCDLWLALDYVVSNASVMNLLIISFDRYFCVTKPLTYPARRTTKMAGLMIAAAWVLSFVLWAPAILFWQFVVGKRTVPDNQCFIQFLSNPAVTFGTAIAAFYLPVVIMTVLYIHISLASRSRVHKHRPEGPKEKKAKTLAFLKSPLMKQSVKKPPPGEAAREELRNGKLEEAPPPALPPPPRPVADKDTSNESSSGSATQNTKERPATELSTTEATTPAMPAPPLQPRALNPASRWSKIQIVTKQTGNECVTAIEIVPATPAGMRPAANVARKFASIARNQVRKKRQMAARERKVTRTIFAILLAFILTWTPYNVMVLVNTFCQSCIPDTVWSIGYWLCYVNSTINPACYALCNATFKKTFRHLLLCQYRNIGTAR
CHRM1 antagonist: blocks human M1 muscarinic receptor; inhibition, % at 3 µM; CHO-K1 hM1, Fluo-8 calcium fluorescence, ACh EC80 antagonist; 1.3% of 360,000 active;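 active = percent inhibition above its own plate's cutoff, namely the mean of that plate's compound wells plus 3 SD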;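 also: peak over basal fluorescence ratio during 140 s after agonist addition; 0% = ACh EC80 plus DMSO and 100% = DMSO alone without agonist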
CRFR2-BP ag: agonists of human CRF-binding protein/CRF-R2 receptor complex. HEK293 CRF-R2/CRF-BP, calcium dye fluorescence (FLIPR); percent of saturating CRF peptide response. activation, % at 13.2 µM. 0.46% of 350,000 active;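 active = activation of at least 50%, plus an integration ratio under a set limit after plate pattern correction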;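 also: plate controls were neutral control wells without compound for no effect and CRF at EC100 for full effect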
CHRM1 PAM: potentiates human M1 receptor response to acetylcholine | P11229 | CHO-K1 hM1, Fluo-8 calcium fluorescence, ACh EC20; 0% = ACh EC20, 100% = maximal ACh | activation, % at 3 µM | 0.088% of 360,000 active | AID 588819; in the data active = activation above about 19%, passing the limit was not always enough
M4 antag: blocks acetylcholine activation of human M4 receptor; P08173; CHO-hM4 cells, ACh EC80, Fluo-8 calcium fluorescence; inhibition, % at 3 µM; 0.73% of 360,000 active; AID 624125;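 active = inhibition above its plate's cutoff, the mean inhibition of sample wells plus 3 SD, cut at about 27% in these data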;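 also: 0% = acetylcholine EC80 with DMSO and 100% = DMSO without agonist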
M5 antag: blocks acetylcholine activation of human M5 receptor | P08912 | CHO-hM5 cells, Fluo-8 calcium fluorescence, ACh EC80 | inhibition, % at 3 µM | 0.59% of 360,000 active | AID 624040;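 active = inhibition above a per-plate cutoff, the mean of that plate's test compounds plus 3 SD, cut at about 27% in these data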;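 also: 0% = acetylcholine EC80 with DMSO and 100% = DMSO without agonist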
CHRM4 PAM: CHRM4 positive allosteric modulation; activation, % at 3 µM; 0.4% of 360,000 active; P08173; CHO-K1 hM4/Gqi5, Fluo-8 calcium fluorescence, ACh EC20; 0% = ACh EC20, 100% = maximal ACh;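 active = activation above its plate's cutoff, the mean activation of sample wells plus 3 SD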; also: some results filed as inactive read as strong as hits
M5 PAM: CHRM5 positive allosteric modulation | activation, % at 3 µM | 0.3% of 360,000 active | CHO-K1 hM5, Fluo-8 calcium, ACh EC20 PAM; 0% = ACh EC20, 100% = ACh EC100 | P08912;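 active = activation above the run cutoff, the mean activation of all test compounds plus 3 SD, cut at about 18% in these data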
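Test system: CHO-K1 hM5 cells / Doses: single-point, 3 µM nominal / Times: Post-acetylcholine fluorescence recording 140 s / Technique: Fluo-8 calcium fluorescence / Measure: Max/basal fluorescence ratio as % of EC20–EC100 ACh window / Benchmarks: low control EC20 acetylcholine (0%), high control EC100 acetylcholine (100%) / Replicates: one well per compound, no replicates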
* marks the source's active call; other numbers are inactive results; nt = no result given.

The opening 2 entries as a preview:
CHRM5 agonist	CHRM4 agonist	CHRM1 antagonist	CRFR2-BP ag	CHRM1 PAM	M4 antag	M5 antag	CHRM4 PAM	M5 PAM	SMILES
-2	-1	-3	7.8	27*	-6	4	5	-2	C=CCOc1ccc(/C=C\c2nc(O)c([N+](=O)[O-])c(=O)[nH]2)cc1OCC
8	4	4	2.1	7	28*	14	-2	0	CNC(=O)c1nnsc1S(=O)c1ccc(Cl)cc1 (stereo unspecified)

This part in full, from the start:
CHRM5 agonist	CHRM4 agonist	CHRM1 antagonist	CRFR2-BP ag	CHRM1 PAM	M4 antag	M5 antag	CHRM4 PAM	M5 PAM	SMILES
-2	-1	-3	7.8	27*	-6	4	5	-2	C=CCOc1ccc(/C=C\c2nc(O)c([N+](=O)[O-])c(=O)[nH]2)cc1OCC
8	4	4	2.1	7	28*	14	-2	0	CNC(=O)c1nnsc1S(=O)c1ccc(Cl)cc1 (stereo unspecified)
0	3	4	-1.0	-2	-1	1	0	-2	COc1ccc(NC(=O)CCc2ccc(OC)c(OC)c2)cn1
-1	1	-15	0.0	10	7	-5	1	11	Cc1cc(C)nc(Nc2ccc(F)cc2)n1
4	-1	-7	0.0	7	11	-3	-1	9	COc1ccccc1OCCNC(=O)c1ccc(NC(=O)CC2SC(N3CCCC3)=NC2=O)cc1 (stereo unspecified)
3	1	nt	nt	nt	-1	-2	1	6	COc1cccc(CNC(=O)[C@@H]2CCCN2C(=O)[C@H]2CCCCN2C(=O)c2cccs2)c1
-1	0	-10	-0.6	4	-14	-7	4	8	COc1cccc(NC(=O)N(C)C[C@H]2Oc3ncc(Br)cc3C(=O)N([C@H](C)CO)C[C@H]2C)c1
-2	8	6	-0.2	1	5	5	-1	-5	Cc1c(NS(=O)(=O)c2cccc(C(=O)OCC(=O)c3ccc(Cl)cc3)c2)c(=O)n(-c2ccccc2)n1C
1	2	-5	-1.1	5	-12	7	2	3	Cn1c(SCC(=O)Nc2ccccc2F)nnc1-c1cccs1
-2	1	-21	0.7	17	5	3	3	-6	O=C(O)c1ccccc1-c1ccccc1C(=O)NCc1ccccc1Cl
-1	2	-9	-0.7	9	1	-1	3	1	CCOC(=O)c1c(C)[nH]c(C)c1C(=O)CSc1nc2ccccc2c(=O)n1-c1ccc(CC)cc1
-3	2	3	0.5	7	-3	3	-1	0	COc1ccccc1CNS(=O)(=O)c1ccc(C)cc1
-5	6	2	0.7	-6	3	3	-9	-9	O=[N+]([O-])c1c(NCCCO)cc(N2CCN(Cc3ccc4c(c3)OCO4)CC2)c2nonc12
-4	0	-4	-2.5	4	-6	3	-3	0	CC(C)CNc1oc(-c2ccccc2Cl)nc1C#N
4	29	46*	0.1	-20	39*	29*	-13	-45	CN(Cc1ccc(OC(F)F)cc1)C(=O)c1cccc(S(=O)(=O)N2CCN(c3ccccc3)CC2)c1
0	0	-5	0.5	3	-3	6	-2	-1	COc1ccc(CCN2CC(C(=O)NC3CCCCC3)CC2=O)cc1OC (stereo unspecified)
2	2	-17	-2.0	13	-3	11	13	-1	O=C(c1ccc(NS(=O)(=O)c2ccc(F)cc2)cc1)N1CCCCC1
0	1	-3	1.7	1	-2	0	5	8	COc1ccccc1-n1nnnc1SCC(=O)NC(=O)Cc1ccccc1
0	1	-5	2.0	1	15	1	-4	-1	CCc1sc2nc(SCC(=O)Nc3cc(C)on3)n(-c3cccc(OC)c3)c(=O)c2c1C
0	1	-4	2.2	8	4	5	-1	0	O=C(NCCCN1CCOCC1)c1cc(-c2ccco2)nc2ccccc12
-3	1	-6	-1.7	-1	11	13	-4	-5	CC(=O)Nc1cc2c3ccccc3ccc2c2ccccc12
0	nt	9	1.4	-2	8	4	-7	0	COc1cc(NC(=O)c2ccc(CNc3c(N4CCCC4)c(=O)c3=O)cc2)cc(OC)c1OC
3	0	2	-0.3	-4	-10	3	-1	-5	Cc1cc(NCc2ccc3c(c2)OCO3)n2nc(C)nc2n1
0	1	10	0.4	-5	9	8	-4	-1	O=C(Nc1ccccn1)c1ccc(Cl)c([N+](=O)[O-])c1
2	6	4	-0.4	-8	-15	0	-4	-2	CCN1C(=O)C(CC(=O)NCCc2ccccc2)N(NC(=O)c2ccc(Br)cc2)C1=S (stereo unspecified)
-6	1	-28	3.9	-2	-4	-5	1	-10	Cc1ccc(Cl)cc1N1CCN(S(=O)(=O)c2cccc(S(=O)(=O)N3CCCC3)c2)CC1
-1	0	-7	-0.7	4	-8	14	0	-5	C[C@H](CO)N1C[C@H](C)[C@@H](CN(C)C(=O)c2cc(-c3ccccc3)on2)OCc2cn(nn2)CCCC1=O
6	1	-1	-0.4	-1	5	1	-10	0	COC(=O)c1ccc(NC(=S)NC(=O)c2c(-c3ccccc3)noc2C)cc1
-4	4	-12	1.0	8	-9	18	-2	-4	Cc1ccc(NC(=O)CCc2nnc3ccc(N4CCC5(CC4)OCCO5)nn23)cc1F
0	0	-11	2.9	7	3	1	6	0	COc1ccc(C(C#N)N2N=C(c3ccccc3)CC2c2ccccc2)cc1OC (stereo unspecified)
0	1	-1	-2.0	6	1	4	10	3	Cc1ccc2[nH]cc(C(=O)CN3CCN(C)CC3)c2c1
-2	1	5	-1.8	-13	6	-10	-8	-1	CCn1ccnc1CN1CCc2c([nH]c3ccccc23)C1C(C)(C)C (stereo unspecified)
-1	1	-18	-0.3	4	-4	-2	-3	6	CCOc1ccc(OCCOC(=O)CN2C(=O)NC3(CCCC3)C2=O)cc1
3	1	-3	0.0	3	-9	12	2	-4	O=C(NNC1CC(c2ccccc2)=NN1C(=O)c1ccccc1)c1ccccc1 (stereo unspecified)
-3	1	0	-0.5	-2	4	7	3	4	S=c1nc[nH]c2c1[nH]c1ccccc12
-1	1	6	-1.3	-3	25	-4	-11	0	CCN(C(=O)c1cnc(NC(C)C)cc1C(F)(F)F)c1ccc(Cl)cc1
2	0	-17	-0.8	14	1	11	-13	1	O=C1NCCCCC1NS(=O)(=O)c1ccc(F)c(F)c1 (stereo unspecified)
-17	0	17	-0.6	-10	4	12	-13	-28	Cc1ccc(C)c(N2CCN(CCCc3ccccc3)CC2)c1
-2	1	-2	1.3	-3	-27	-5	12	-6	Brc1ccccc1-c1csnn1
2	0	-11	0.9	11	5	-1	-2	4	COc1ccccc1C1C(C(=O)NCc2ccccc2)=C(C)Nc2ncnn21 (stereo unspecified)

Look-ups from above.
Value for `O=C(Nc1ccccn1)c1ccc(Cl)c([N+](=O)[O-])c1` in M5 antag: 8
Value for `CC(=O)Nc1cc2c3ccccc3ccc2c2ccccc12` in M5 PAM: -5

(further entries)
CHRM5 agonist	CHRM4 agonist	CHRM1 antagonist	CRFR2-BP ag	CHRM1 PAM	M4 antag	M5 antag	CHRM4 PAM	M5 PAM	SMILES
-1	1	-1	-1.1	10	4	10	8	-5	COc1ccc(/C=C2/N=C3CCCCCN3C2=O)cc1
-2	5	7	1.2	-3	1	9	-4	-10	CCC(C)C(=O)Nc1nc(C)c(-c2csc(Nc3cc(OC)ccc3OC)n2)s1 (stereo unspecified)
1	2	4	1.5	1	-15	-2	17	0	Cc1ccc(NC(=O)COC(=O)c2ccc(=O)n(Cc3ccccc3)n2)cc1F
1	1	-5	-0.5	5	-1	4	-1	1	Cc1cccnc1NC(=O)c1ccc(S(=O)(=O)N2CCCCCC2)cc1
-2	1	-7	-0.6	5	-5	-3	8	6	CC1(C)C(=O)OC(c2ccccc2)C2(CCCC2)C1=O (stereo unspecified)
-3	3	8	2.1	-4	-2	16	1	0	CCN1/C(=C2/SC(=S)N(NC(C)=O)C2=O)Sc2ccc(Cl)cc21
-1	1	-11	-0.6	11	-3	3	7	0	CCCCOc1ccc(-c2nc(/C=N/c3nccs3)c(O)o2)cc1
-10	10	15	22	-6	12	5	-9	-32	O=C(C=P(c1ccccc1)(c1ccccc1)c1ccccc1)c1ccccc1-c1ccccc1C(=O)C=P(c1ccccc1)(c1ccccc1)c1ccccc1
-3	0	-25	-0.1	10	-1	10	10	4	C/C(N)=C(/C#N)C(=O)CSc1nncn1-c1ccccc1
0	0	-10	0.3	10	10	8	4	4	N#Cc1ccc(NC(=O)COC(=O)c2ccc(F)c(S(=O)(=O)N3CCOCC3)c2)cc1
0	1	1	6.2	3	13	3	-2	-6	CC(C)(C)C(=O)NCCn1ccc2ccccc21
-2	1	0	-1.6	3	1	2	6	1	Cc1c(NC(=O)Cn2nc(C(=O)O)c3ccccc3c2=O)c(=O)n(-c2ccccc2)n1C
1	1	-6	-0.1	7	2	-2	2	5	CCN(C(=O)CN1C=NS(=O)(=O)c2ccccc21)c1ccccc1
1	3	22	-17	-7	-1	0	-6	-2	Cc1ccc(C(=O)COC(=O)CNS(=O)(=O)c2ccc(C)cc2)cc1
2	3	-16	-3.4	8	-5	4	16	-1	Cn1cnnc1SCC(=O)Nc1ncc([N+](=O)[O-])s1
2	17	3	-4.7	-4	-9	8	1	-13	O=C(NCc1cccnc1)c1cc(Sc2ccc(F)cc2F)nc2ccccc12
-9	1	-2	-0.8	4	0	-9	5	-1	C/C=C/c1ccc(OCCCCN2CCN(CC)CC2)c(OC)c1
-2	2	-12	-1.5	9	-13	14	2	-3	CN(C(=O)COC(=O)CNC(=O)C12CC3CC(CC(C3)C1)C2)c1ccccc1
16	14	32	1.0	-9	15	22	-37	-24	COc1ccc(NS(=O)(=O)c2ccc(Oc3c(C#N)cccc3C#N)cc2)cc1
-3	1	-5	0.8	2	2	8	-3	-10	Cc1ccc(S(=O)(=O)N2CCC(NC(=O)OC(C)C)CC2)cc1
-7	10	1	0.0	13	-10	-4	2	-17	Cc1c(C(=O)N2CCN(S(=O)(=O)c3cc(F)ccc3F)CC2)oc2ccccc12
1	1	7	1.5	-3	-2	5	-19	-8	O=C(Nc1cccc(Cl)c1)OC1CCCCc2cccnc21 (stereo unspecified)
1	2	-4	3.0	1	-7	12	-5	5	O=C(COC(=O)c1ccc(NS(=O)(=O)c2cccs2)cc1)NCC1CCCO1 (stereo unspecified)
-7	4	11	-0.7	-10	-5	6	1	5	CCc1nc2ccc(C(=O)N3CCN(c4cccc(OC)c4)CC3)cc2nc1CC
2	0	-3	-0.6	6	18	4	-8	-2	CCC(C)(C)NC(=O)c1ccc2c(c1)N(CC(=O)OC)C(=O)C(C)(C)O2
0	16	18	3.1	-9	26	26	-15	-12	COc1cc(/C=N/NC(=O)c2nnn(-c3nonc3N)c2C(C)C)ccc1OCc1ccc(F)cc1
3	2	-14	1.2	10	-4	-4	9	7	CCCC(=O)N(c1ccc(F)cc1)C1C=CS(=O)(=O)C1 (stereo unspecified)
-3	0	-21	-2.1	17	-20	-1	-1	-4	Cc1ccc(-n2nc(C)c3c2C(Br)C(C)(C)CC3=O)nc1 (stereo unspecified)
34*	4	3	-0.1	3	15	-5	13	15	Cc1ccc(NS(=O)(=O)c2cc(OCC(N)=O)c(C)cc2Cl)cc1C
-2	0	-15	-3.0	22	-7	-5	0	7	O=C(O)CN1C(=O)/C(=C\c2cc(Br)ccc2OCc2ccc(F)cc2)SC1=S
-3	3	-11	1.5	12	-11	-2	-5	-7	CCOC(=O)CC(NC(=O)Cn1nnc(-c2ccccc2F)n1)c1ccccc1Cl (stereo unspecified)
4	2	-18	-2.3	11	-14	2	6	7	CC(Cc1ccccc1)N(C)C(=O)CN1C(=O)c2ccccc2C1=O (stereo unspecified)
